High-throughput results as filed in PubChem.
NPY-Y2 antag: NPY-Y2 (human) receptor antagonism; inhibition, % at 2.7 µM; NPY-Y2 expressing cells, antagonist mode; 140,000 tested, 0.99% active; P49146; in the data active = inhibition above about 17%;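 note: 0% = vehicle with agonist challenge and 100% = reference antagonist with challenge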
Target sequence (P49146 whole entry, looked up): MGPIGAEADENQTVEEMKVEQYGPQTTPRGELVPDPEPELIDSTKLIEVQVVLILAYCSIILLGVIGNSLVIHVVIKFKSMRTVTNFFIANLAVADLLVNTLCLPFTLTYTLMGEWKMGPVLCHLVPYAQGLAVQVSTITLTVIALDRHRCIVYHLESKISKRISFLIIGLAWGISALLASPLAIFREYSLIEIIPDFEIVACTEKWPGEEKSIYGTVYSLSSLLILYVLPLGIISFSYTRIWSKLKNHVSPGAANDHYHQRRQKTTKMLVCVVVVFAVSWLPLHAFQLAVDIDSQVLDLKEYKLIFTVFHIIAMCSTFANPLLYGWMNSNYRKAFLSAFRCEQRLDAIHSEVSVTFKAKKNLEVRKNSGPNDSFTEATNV
HCT116 PTEN-null: PTEN-deleted cell growth suppression; HCT116 PTEN-null viability, CellTiter-Glo, 60 h; stronger effect = lower value; viability, % at 10 µM; 140,000 tested, 1.2% active;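 active = viability at or below a set limit, 4 SD under the median of all tested compounds, cut at about 3.7% in these data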;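 note: PTEN knockout HCT116 line with beta catenin targeted HCT116 as companion control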
MRP-1 activ: activates MRP-1. H69AR cells + doxorubicin, viability rescue, CellTiter-Glo. viability increase, % at 10 µM. 140,000 tested, 0.61% active;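 active = viability gain under doxorubicin at or above a set limit, the compound median plus 3 SD, cut at about 4.7% in these data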;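 note: MRP-1 overexpressing cells given doxorubicin 25 µM after compound pretreatment; 18-22 h compound pretreatment then 72 h with doxorubicin before readout; 0% = doxorubicin-only wells and 100% = vehicle-treated cells without doxorubicin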
bCat KO growth: beta-catenin-lacking colon tumor cell growth suppression; HCT116 beta-catenin knockout viability, CellTiter-Glo, 60 h; stronger effect = lower value; 140,000 tested, 1.5% active; viability, % at 10 µM;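 active = viability at or under a set limit, the compound median less 4 SD, cut at about 6% in these data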;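 note: 0% = Hyamine 1622 control at 20 µM and 100% = untreated cell control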
Yeast growth inh: chemicals that inhibit yeast BB579 growth in restrictive medium (lifespan-shortening candidates); S. cerevisiae BB579 growth, OD615, 48 h; inhibition, % at 10 µM; AID 804; 140,000 tested, 0.51% active;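 active = inhibition above a set limit, 3 SD over the mean compound inhibition, cut at about 44% in these data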; note: inactives centre near -24
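Assay system – yeast BB579 (DeaD) · Dosing – single compound dose of 10 µM, 0.25% DMSO final · Detection – OD615 turbidity measurement · Buffer or medium – CSMM-D restrictive synthetic medium containing dextrose (glucose) · Benchmarks – positive control amphotericin B 10 µg/mL · Incubation – 48 h exposure, 30 °C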
E-sel TNF inh: blocks E-selectin expression induced by TNF alpha; AID 1246; HUVEC TNFa-induced E-selectin immunofluorescence, high content; inhibition, % at 2 µM; 120,000 tested, 0.71% active;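 active = inhibition above the batch mean plus 3 SD, and confirmed as a hit on visual image review, cut at about 43% in these data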;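 note: 0% = TNF-stimulated DMSO wells and 100% = unstimulated control wells; not every result past the cut was called active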
GALR2 blocker: antagonists of human galanin receptor 2 (GALR2); 140,000 tested, 0.39% active; inhibition, % at 4 µM; O43603; GALR2-expressing cells, antagonist mode; in the data active = inhibition above about 27%;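 note: cells stimulated with galanin 1-16 at roughly its EC80; 0% = agonist challenge control and 100% = basal control without agonist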
Target sequence (O43603 whole entry, looked up): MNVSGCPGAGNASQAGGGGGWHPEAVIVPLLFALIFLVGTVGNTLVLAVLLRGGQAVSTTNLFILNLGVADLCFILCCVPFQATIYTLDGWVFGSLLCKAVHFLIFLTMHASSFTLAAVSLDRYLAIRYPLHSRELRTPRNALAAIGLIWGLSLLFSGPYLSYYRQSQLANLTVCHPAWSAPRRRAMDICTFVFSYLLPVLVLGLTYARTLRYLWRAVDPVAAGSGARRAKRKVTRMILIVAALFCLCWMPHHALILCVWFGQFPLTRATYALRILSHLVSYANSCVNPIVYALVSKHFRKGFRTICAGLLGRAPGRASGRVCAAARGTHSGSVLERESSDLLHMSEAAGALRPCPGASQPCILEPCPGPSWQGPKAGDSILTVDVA
Yeast life ext: extends the lifespan of yeast | S. cerevisiae growth with nicotinamide, OD615; deaD strain in restrictive glucose medium | inhibition of the nicotinamide effect, % at 10 µM | 130,000 tested, 0.68% active;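 active = inhibition above a set limit, placed 3 SD over the median of all compounds, cut at about 26% in these data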;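 note: 0% = nicotinamide-treated wells and 100% = cells grown without nicotinamide; some compounds called inactive have numbers as strong as hits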
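assay system = DeaD-strain S. cerevisiae | buffer or medium = restrictive glucose medium | reagent = 1.5 mM nicotinamide | compound = 10 µM single point, 0.25% DMSO | incubation = 48 h compound exposure at 30 °C, humidified | signal = OD615 measurement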
Measles CPE: protection of cells from measles virus | protection (pct of control), % at 4 µM | AID 841 | Measles virus-infected cells, CPE protection, absorbance | 140,000 tested, 1.5% active; in the data active = protection mostly above about 24%, no sharp cut-off; inactive = mostly below about 26%; note: some compounds called inactive have numbers as strong as hits
Phagocytosis inh: blocks phagocytosis by macrophages; J774A.1 macrophage IgG-bead phagocytosis, imaging; inhibition, % at 5 µM; AID 1029; 110,000 tested, 0.07% active;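 active = inhibition above the mean of the plate negative controls plus 5 SD, cut at about 13% in these data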;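 note: phagocytic index as fraction of beads internalized from green versus red external bead signal; plate controls were DMSO negative control for no effect and cytochalasin-D positive control for full effect; some results beyond the cut were filed as inactive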
* hit, by the source's call; / = not tested or not shown; & = joins results of further samples.

SMILES | NPY-Y2 antag | E-sel TNF inh | Measles CPE | Yeast life ext | Phagocytosis inh | Yeast growth inh | MRP-1 activ | bCat KO growth | GALR2 blocker | HCT116 PTEN-null
COC(=O)C(NC(=O)c1ccco1)(Nc1ccc(Br)cn1)C(F)(F)F (configuration not stated) | 7.3 | -1.1 | 22.6 | 1.6 | -0.1 | -84.2 | -0.4 | 96.9 | 14.8 | 92.2
COc1cccc2[nH]c3c(N4CC(C)CC(C)C4)ncnc3c12 (configuration not stated) | 2.4 | -26.1 | 15.7 | -19.3 | / | -31.1 | -2.7 | 54.6 | 11.3 | 56.9
Cc1ccc(Cn2nnc3c(=O)[nH]c(C4CCN(C(=O)Cc5cccs5)CC4)nc32)cc1 | 4.1 | -1.5 | 15.3 | -34.3 | / | -26.8 | -3.0 | 65.0 | -5.5 | 62.0
Cc1ccc(S(=O)(=O)Cn2nnnc2C(C)N2CCN(C(=O)c3ccco3)CC2)cc1 (configuration not stated) | -1.5 | -6.5 | 55.8* | -13.4 | -0.3 | -3.5 | -1.4 | 98.9 | -6.3 | 85.1&94.8
CCCCCOC(=O)Nc1nnc(CCCCC)s1 | 10.9 | 1.1 | 20.8 | -5.5 | -2.4 | -60.8 | 0.3 | 96.9 | 7.1 | 92.3
O=C(Cc1ccccc1)NC(=S)Nc1ccc2oc(-c3ccccc3F)nc2c1 | 3.4 | -0.4 | 30.6 | -14.6 | -1.4 | -37.0 | -0.9 | 82.7 | 1.4 | 77.0
NC(=O)C(CC(=O)O)NC(=O)[C@@H]1CCOc2c(I)cc([N+](=O)[O-])cc2C(=O)N[C@@H](CO)C(=O)N[C@@H](Cc2ccc(O)cc2)C(=O)N1 (some centres not stated) | 0.3 | -33.8 | 5.2 | 4.8 | / | 6.5 | 0.2 | 100.8 | 2.6 | 106.2
O=C(NCc1ccccc1)C(c1ccco1)N(C(=O)c1cnccn1)c1ccc(F)cc1 (configuration not stated) | -0.5 | -14.8 | 11.6 | -6.2 | / | -44.4 | -1.2 | 113.9 | 10.9 | 88.7
COCc1nnc(NC(=O)CC(C)C)s1 | 4.1 | 5.7 | 5.6 | / | / | -37.6 | 1.1 | 92.6 | 6.1 | 98.2
CCC(=O)Nc1cccc(-c2nc3ccccc3o2)c1 | 1.8 | -19.8 | 6.9 | -19.9 | -1.0 | 26.1 | 1.2 | 99.7 | 2.3 | 87.4
COc1cc(C2/C(=C(/O)c3ccc(F)cc3)C(=O)C(=O)N2CCCC(=O)O)ccc1O (configuration not stated) | 3.1 | / | 3.8 | -20.1 | / | -27.6 | -2.9 | 87.3 | 0.6 | 92.9
Cc1ccccc1CSc1nc2n(n1)C(c1cccs1)C1=C(CCCC1=O)N2 (configuration not stated) | -0.1 | 6.0 | 12.5 | -17.7 | -0.3 | -16.2 | -3.0 | 32.2 | -16.6 | 28.5
O=C(CCCCCN1C(=O)c2ccccc2C1=O)Nc1ccc(F)cc1 | 2.6 | -16.9 | 10.8 | / | / | -15.1 | -0.9 | 94.9 | 2.4 | 85.6
N#C/C(=C/c1cn(-c2ccccc2)nc1-c1cccc(S(=O)(=O)N2CCOCC2)c1)C(=O)NCc1ccco1 | 1.2 | / | 22.7 | 2.7 | 1.2 | -12.5 | -4.0 | 72.7 | -6.8 | 85.6
Cc1cc(C)nc(SCc2csc(N)n2)n1 | -0.2 | 9.9 | 5.3 | -5.7 | -0.3 | -26.5 | -3.1 | 87.3 | -4.0 | 93.8
COC(=O)CSCC(=O)Nc1cc2c(cc1C(C)=O)OCO2 | 1.4 | / | 1.9 | -8.3 | -0.2 | -2.1 | -1.7 | 92.3 | 15.9 | 90.7
CC(C)N(Cc1nc(-c2ccccc2)no1)C(=O)c1ccc(Cl)cc1 | 11.5 | / | 19.8 | -2.5 | -0.5 | -8.0 | 0.5 | 31.8 | 9.7 | 42.6
O=C(O)c1ccccc1C(=O)N1CCN(c2ccccc2)CC1 | -0.2 | 6.3 | 45.2* | -0.5 | 0.9 | -28.4 | -0.2 | 88.6 | -6.5 | 106.0
COc1cccc2c1nc(C)c1cc(C)oc12 | -1.9 | 5.0 | 0.5 | -23.5 | -0.2 | -62.8 | -2.0 | 90.0 | -5.7 | 89.1
COc1ccc(C(=O)Nc2oc(-c3ccccc3)c(-c3ccccc3)c2C#N)cc1 | 12.1 | -33.8 | 22.6 | 1.9 | / | -41.4 | -4.1 | 85.0 | -12.9 | 73.5
COc1ccc(C(NC(=O)c2cccnc2)c2cc(Cl)c3cccnc3c2O)cc1OC (configuration not stated) | 0.9 | -29.9 | 3.0 | -0.7 | / | -21.1 | -3.0 | 7.8 | 9.4 | 8.0
Cc1ccc(C(=O)NNC(=S)Nc2cccc(Cl)c2Cl)cc1[N+](=O)[O-] | -0.8 | / | 2.5 | -4.3 | 1.1 | -55.1 | -0.1 | 88.5 | -3.1 | 100.7
O=c1oc2c(CN3CCCCC3)c(O)ccc2c2c1CCCC2 | 4.7 | -26.7 | 3.6 | -5.4 | -0.4 | 1.8 | -0.6 | 90.7 | -1.9 | 89.9
CCN(Cc1ccncc1)C(=O)c1cccs1 | 1.3 | 0.8 | 1.6 | -4.3 | -0.1 | 7.2 | 0.3 | 89.5 | 5.4 | 83.2
C/C(Cl)=C\Cn1c(N2CCCC2)nc2c1c(=O)[nH]c(=O)n2C | 1.2 | 1.2 | 6.4 | -9.9 | 4.2 | 22.7 | -0.8 | 105.0 | -5.2 | 95.0
CNC(=O)c1ccccc1NC(=O)c1c(O)c2c([nH]c1=O)CCCC2 | -0.6 | -6.7 | 3.4 | -6.7 | -2.9 | -56.5 | -0.3 | 86.3 | 3.0 | 85.9
NS(=O)(=O)c1ccc(Nc2nc(-c3ccccc3)cs2)cc1 | -3.2 | -19.6 | 0.4 | -4.2 | 0.2 | -3.2 | -2.4 | 59.1 | 12.3 | 59.2
Cc1cc(Sc2nc(NC(C)(C)C)nc(N3CCOCC3)n2)nc(Cl)n1 | 8.2 | -16.9 | 5.8 | -1.7 | -4.0 | -19.7 | -0.4 | 100.3 | -1.7 | 102.8
CCCCNS(=O)(=O)c1ccc2nc(-c3cccnc3)cc(C(=O)NC(C)CC)c2c1 (configuration not stated) | 2.5 | 17.7 | 5.4 | 4.6 | / | -22.0 | -3.1 | 77.3 | -3.1 | 79.0
CCOc1ccc(C(=O)Cc2cc(OC)c(OC)cc2[N+](=O)[O-])cc1 | 8.1 | -43.0 | 35.3 | -2.6 | / | -41.8 | -0.7 | 92.6 | 4.5 | 98.0

Copied from the list:
E-sel TNF inh, `CCC(=O)Nc1cccc(-c2nc3ccccc3o2)c1` reads -19.8
Phagocytosis inh, `Cc1ccc(S(=O)(=O)Cn2nnnc2C(C)N2CCN(C(=O)c3ccco3)CC2)cc1` (configuration not stated) reads -0.3

Later entries:
SMILES | NPY-Y2 antag | E-sel TNF inh | Measles CPE | Yeast life ext | Phagocytosis inh | Yeast growth inh | MRP-1 activ | bCat KO growth | GALR2 blocker | HCT116 PTEN-null
CCOc1ccccc1-n1c(SCC(N)=O)nnc1-c1ccco1 | 6.5 | / | 4.9 | -8.2 | -0.5 | -3.8 | -1.7 | 95.5 | -6.8 | 91.8
CC(C)CNC(=S)NC(=O)c1ccc(Cl)cc1Cl | 2.9 | -73.2 | 6.6 | 4.7 | 1.9 | -14.8 | -1.4 | 90.6 | -3.7 | 100.1
CCOc1ccc(/C=N/OCC(=O)NCc2cccs2)cc1 | 0.5 | 6.3 | 8.7 | -3.8 | -10.6 | -9.7 | 0.0 | 90.7 | -0.5 | 98.9
O=C(O)c1oc2ccccc2c1CN1CCN(c2ccccc2)CC1 | 5.0 | -24.3 | 15.7 | -7.1 | -0.8 | -46.9 | 0.6 | 97.5 | -3.5 | 94.6
O=C(CSc1nc(C2CCCCC2)n(-c2ccccc2)n1)NCCN1C(=O)CSC1=O | 1.1 | -32.9 | 4.0 | -19.4 | / | 25.1 | -0.5 | 97.6 | -8.6 | 84.4
CCOC(=O)C1CCCN(c2ncnc3c2cnn3-c2cccc(C)c2)C1 (configuration not stated) | -0.2 | 7.8 | 9.1 | -9.2 | -1.1 | -22.9 | -0.1 | 95.9 | 2.0 | 94.0
CC(C)n1nnnc1SCC(=O)NNC(=O)C1CCCCC1 | 1.2 | 24.3 | 21.1 | -9.8 | / | -39.7 | -2.2 | 90.1 | 5.1 | 99.2
Cc1ccc(C(=O)NC(=S)Nc2ccc(-c3cc4ccccc4oc3=O)cc2)c(C)c1 | 8.2 | / | 12.2 | / | / | -23.2 | -1.8 | 92.0 | -4.5 | 95.0
COc1ccc(CCn2nnnc2C(c2ccc(C)cc2)N2CCN(C)CC2)cc1OC (configuration not stated) | 1.2 | -22.6 | / | -8.3 | -1.5 | 13.5 | -1.0 | 102.6 | 3.8 | 98.9
CCCCCCNC(=O)c1cccc(-c2ccc(C)c3ccccc23)n1 | 5.3 | / | 2.1 | 2.6 | / | -45.8 | -2.1 | 56.4 | -17.6 | 53.8
COc1ccc(-n2c(Cn3c(=O)sc4ccccc43)nnc2SCC(N)=O)cc1 | -3.9 | / | 6.4 | -5.1 | 0.2 | 2.0 | -0.7 | 93.0 | 2.3 | 104.1
CCOC(=O)c1cnc2ccc(C(=O)OC)cc2c1Nc1ccc2c(c1)OCCO2 | 2.1 | 17.5 | 3.2 | -13.6 | / | -48.5 | -4.1 | 89.2 | -10.0 | 81.9
O=C(NCC1CCCO1)NC1CCCCC1 (configuration not stated) | 0.3 | -18.6 | 3.6 | / | / | -28.0 | -0.4 | 91.1 | 2.1 | 99.2
Cc1c(C#N)c(N)nc2c3c(sc12)NC(=O)CC3c1ccc(Cl)cc1 (configuration not stated) | 42.4* | / | / | -4.4 | -7.8 | -17.8 | -4.2 | 18.5 | -4.6 | 27.9
COc1ccc2cc3c(N)nn(C(=O)C4CCC(C(C)(C)C)CC4)c3nc2c1 (configuration not stated) | -2.4 | -14.8 | 2.4 | 6.2 | / | -35.7 | -4.5 | 24.8 | -2.0 | 16.4
CC(C)=CC(=O)NCc1c(Cl)cccc1-n1cccc1 | -1.5 | -13.4 | 1.9 | 2.2 | -1.5 | -12.1 | -1.2 | 96.5 | -19.2 | 93.0
CC(Oc1ccc(F)cc1)C(=O)/C=C\N(C)C (configuration not stated) | 0.5 | -1.4 | 19.8 | 1.0 | 0.2 | -22.0 | -0.4 | 93.8 | 0.4 | 99.5
COc1cc(CNC2CCCCCC2)cc(OC)c1 | -1.0 | -6.9 | 8.2 | 3.9 | / | 10.5 | -3.0 | 90.8 | -1.8 | 87.7
Cc1ccc(C(=O)N2CCc3ccccc32)o1 | 0.8 | / | 1.0 | 0.5 | / | -13.9 | -4.0 | 64.9 | 0.3 | 63.6
